Screening results: PubChem, Broad Institute
XiGFP reactiv: activators of X-chromosome reactivation in mouse fibroblasts; hit rate 0.055% among 360,000; XiGFP mouse fibroblasts, % GFP-positive cells imaging, 3 d; cells co-treated with 5-aza-dC sensitizer; scaled so ellipticine positive control = 100%; AID 743238; activation, % at 7.58 µM;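 active = mean normalized replicate activation at least 10% and every replicate at or above 10%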;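 also: 0% = median of on-plate neutral control wells and 100% = ellipticine 6 µM median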
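System: XiGFP fibroblasts, SV40-immortalized. Medium: DMEM plus 5-aza-dC sensitizer. Doses: single point. Timing: 3 d treatment, 15 min room-temperature fixation. Control set: ellipticine 6 µM.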
CFTR F508del cor: CFTR F508del correction in bronchial cells | CFBE cells, YFP halide quenching; stimulated with forskolin plus potentiator P3; % fluorescence drop versus neutral controls | activity (quench increase), % at 7.58 µM | hit rate 0.36% among 350,000;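 active = mean added fluorescence quench of at least 8% versus neutral control, with both replicates also reaching 8%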;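 also: cells transiently co-express mutant CFTR-F508del with the halide-sensitive YFP; corrector assay measuring rescue of mutant channel to the surface after 24 h compound exposure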
GSIS activator: primary screen for activators of insulin secretion dependent on glucose, INS-1E cells, GLuc reporter luminescence; INS-1E GLuc reporter insulin secretion, 2-3 h; activation, % at 16.6 µM; hit rate 0.61% among 370,000; AID 743287;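 active = lowest replicate activation of at least 40%, so every replicate reaches that level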;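 also: 0% = median of neutral control wells and 100% = median of IBMX positive control wells; some compounds called inactive have numbers as strong as hits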
ARNT TACC3 PPI: disruptors of human ARNT/TACC3 interaction; Q9Y6A5; AlphaScreen His-ARNT PAS-B/GST-TACC3 binding, luminescence; TACC3 fragment carries E629A point mutation; inhibition, % at 9.99 µM; hit rate 0.66% among 390,000; AID 623870;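 active = mean inhibition of replicates at least 50% and at least half of replicates each reaching 50%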;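 also: 0% = complete ARNT plus TACC3 wells and 100% = ARNT alone without TACC3; many hits fall short of the cut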
ERAP1 HTS inh: inhibitors of human ERAP1 aminopeptidase | recombinant ERAP1, Leu-AMC fluorescence, 60 min | hit rate 0.15% among 340,000 | Q9NZ08 | AID 652197 | inhibition, % at 10.7 µM;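 active = mean replicate inhibition of at least 30%, or all replicates individually reaching that 30% level; inactive = mean below 30% and not every replicate reaching it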;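 also: 0% = neutral control wells and 100% = L-leucinethiol positive control wells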
Target sequence (Q9NZ08 whole entry, looked up): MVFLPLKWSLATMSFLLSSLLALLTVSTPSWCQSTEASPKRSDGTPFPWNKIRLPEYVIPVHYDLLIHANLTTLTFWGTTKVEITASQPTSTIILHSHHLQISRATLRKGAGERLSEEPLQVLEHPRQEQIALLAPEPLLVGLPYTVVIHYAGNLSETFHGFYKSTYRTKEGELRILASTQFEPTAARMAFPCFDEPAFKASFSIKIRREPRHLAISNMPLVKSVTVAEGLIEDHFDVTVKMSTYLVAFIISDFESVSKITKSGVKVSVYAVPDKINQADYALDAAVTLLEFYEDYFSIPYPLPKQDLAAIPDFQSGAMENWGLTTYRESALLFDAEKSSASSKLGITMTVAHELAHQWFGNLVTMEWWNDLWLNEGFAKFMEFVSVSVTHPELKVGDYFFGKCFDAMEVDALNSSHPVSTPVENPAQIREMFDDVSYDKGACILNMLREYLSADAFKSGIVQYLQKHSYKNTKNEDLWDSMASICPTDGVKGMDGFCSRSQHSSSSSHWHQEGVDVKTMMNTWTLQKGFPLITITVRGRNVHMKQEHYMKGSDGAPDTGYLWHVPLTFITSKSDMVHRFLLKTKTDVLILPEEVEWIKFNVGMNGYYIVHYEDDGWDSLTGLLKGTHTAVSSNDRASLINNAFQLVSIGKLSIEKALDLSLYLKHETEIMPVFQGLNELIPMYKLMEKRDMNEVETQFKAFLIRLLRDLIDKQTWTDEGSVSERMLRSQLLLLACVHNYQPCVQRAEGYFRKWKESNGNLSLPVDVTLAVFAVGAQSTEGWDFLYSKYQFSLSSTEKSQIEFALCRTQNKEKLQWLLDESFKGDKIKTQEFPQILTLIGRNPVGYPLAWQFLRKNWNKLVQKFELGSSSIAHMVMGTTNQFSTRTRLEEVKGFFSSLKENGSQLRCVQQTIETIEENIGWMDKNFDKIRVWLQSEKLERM
RAD52 anneal inh: inhibitors of human RAD52 DNA annealing; AID 651710; inhibition, % at 18.7 µM; hit rate 0.46% among 360,000; recombinant RAD52 DNA annealing, FRET fluorescence;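 active = every replicate showing at least 50% inhibition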
esBAF inh: SWI/SNF esBAF complex inhibition; mouse ES cells, Bmi1-luciferase knock-in reporter, 24 h; 100% = twice the neutral-well signal; reporter increase, % at 12.5 µM; hit rate 2% among 350,000; AID 602393; in the data active = activation above about 40%;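 also: 0% = median of the plate's neutral control wells and 100% = double that signal; a rise in the Bmi1 reporter signal indicates esBAF inhibition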
RAD54 branch: inhibitors of human RAD54 branch migration. hit rate 0.14% among 360,000. Q92698. inhibition, % at 10.4 µM. RAD54 Holliday junction branch migration, FAM/BHQ fluorescence. AID 602329;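 active = mean normalized replicate activity at least 40 and at least half of replicates scoring 40 or more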;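 also: 0% = median of neutral control wells and 100% = median of positive control wells; inhibitors cause a drop in the FAM fluorescence signal; in these data hits start at about 50%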
An asterisk follows results filed as active; x = no result given; & = joins results of further samples. Compounds were not picked by outcome (roughly 3.3% active in at least one column).

SMILES | XiGFP reactiv | CFTR F508del cor | GSIS activator | ARNT TACC3 PPI | ERAP1 HTS inh | RAD52 anneal inh | esBAF inh | RAD54 branch
COc1ccc(-n2cccc2/C=C2\C(=N)N3N=C(C(C)C)SC3=NC2=O)cc1 | 0.3 | -2.8 | 0.8 | -1.5 | -0.1 | -94.7 | x | x
CN1C(=O)c2cc(NC(=O)c3ccccc3Cl)ccc2OC[C@@H]2O[C@H](CC(=O)NCC(F)(F)F)CC[C@H]21 | 0.0 | x | -1.4 | -5.6 | 3.4 | 22.2 | 3.2 | -2.6
COCCNC(=S)Nc1ccc(N2CCCCC2)cc1 | -0.1 | 0.5 | 24.4 | 1.0 | -3.1 | -6.6 | 27.6 | -4.1
Cc1ccc(S(=O)(=O)N(C)C[C@@H]2Oc3ncc(C#CC4(O)CCCC4)cc3C(=O)N([C@H](C)CO)C[C@H]2C)cc1 | -0.3 | 0.1 | 6.9 | 19.0 | 1.2 | -3.9 | 2.7 | 2.3
CCOC(=O)c1c(NC(=O)CN(CC)CC)sc2c1CCC2 | x | x | -23.3 | -16.4 | -1.1 | -18.3 | -2.8 | 6.3
O=C(CNCCc1ccccc1)N1CCc2ccccc2C1 | 0.0 | -2.3 | -0.6 | 0.9 | 0.7 | -21.3 | -5.4 | -12.9
C/C=C/c1ccc2c(c1)O[C@H](CN(C)C(=O)c1ccccn1)[C@H](C)CN([C@H](C)CO)S2(=O)=O | 0.8 | 1.2 | -2.1 | -0.3 | 0.4 | 16.4 | 0.8 | 4.4
CSc1cccc(NC(=O)Cc2ccccc2[N+](=O)[O-])c1 | -0.1 | -0.2 | -20.0 | 16.9 | 0.0 | -7.4 | x | x
COc1ccc(NC(=O)CC2C(=O)N(c3ccccc3)C(=O)N2Cc2ccco2)cc1 (configuration not stated) | 0.5 | 1.1 | -9.1 | -5.0 | 2.6 | 0.7 | x | x
CC(C)NC(=O)N1C[C@@H]2[C@H](c3ccccc31)[C@@H](CO)N2C(=O)c1ccncc1 | 0.0 | -1.6 | 0.5 | 2.5 | -6.4 | -0.5 | -2.3 | 5.5
COc1cc2c[n+](C)c3c4ccccc4ccc3c2cc1OC | -0.2 | 9.7* | -17.5 | 8.1 | 16.7 | 104.4* | 25.4 | x
CN1CCCN(c2ncnc3scc(-c4ccc(F)cc4)c23)CC1 | 0.3 | 2.2 | -5.2 | 3.9 | -4.8 | -11.9 | x | x
CC(C)=NOCC(=O)Nn1c(COc2ccccc2)nc2ccccc2c1=O | 0.1 | 0.9 | -3.1 | 29.9 | -3.8 | -7.7 | -6.7 | 4.7
CCCNC(=O)Nc1ccc2c(c1)C(=O)N(C)[C@@H]1CC[C@@H](CC(=O)NC)O[C@H]1CO2 | 0.1 | -0.9 | 8.4 | -4.9 | x | x | -5.7 | 8.3
CCCCOCCCNC(=O)c1ccc(OCC)cc1 | x | x | 4.2 | -5.4 | x | x | -19.2 | -10.2
COC(=O)c1c(NC(=O)COc2ccc(Cl)cc2)sc2c1CC(C)(C)NC2(C)C | 0.3 | 0.1 | -18.8 | -3.7 | 0.0 | -19.2 | -71.1 | -8.6
C[C@@H]1CN([C@@H](C)CO)C(=O)c2cccc(NC(=O)Nc3ccc(F)cc3)c2O[C@H]1CN(C)S(=O)(=O)c1ccc(F)cc1 | 0.0 | -0.4 | -4.0 | x | x | x | -6.6 | x
COCCN(C(=O)COC(=O)C12CC3CC(CC(Cl)(C3)C1)C2)c1c(N)n(Cc2ccccc2)c(=O)[nH]c1=O | -0.1 | -1.9 | -42.7 | -4.2 | -2.2 | -20.2 | 5.1 | 7.8
C[C@H](CO)N1C[C@H](C)[C@@H](CN(C)C(=O)NC2CCCCC2)OCc2ccccc2-c2ccccc2C1=O | 0.2 | -1.7 | 5.0 | -9.7 | -1.0 | 0.8 | -6.1 | -5.6
Cc1cccc(Nc2nc3ccccc3n3nnnc23)c1 | 0.2 | x | 13.4 | x | 20.3 | -9.1 | 5.3 | 0.5
Cc1c(O)ccc2c(=O)c(-c3nncn3-c3ccccc3)coc12 | -0.1 | 1.6 | 16.2 | -2.6 | -0.7 | 2.7 | x | x
C[C@H]1CN([C@@H](C)CO)C(=O)c2cccc(NC(=O)Nc3ccc(F)cc3)c2O[C@H]1CN(C)S(=O)(=O)c1cn(C)cn1 | 0.1 | -3.0 | 6.9 | x | x | x | 2.3 | x
Cc1cc(NC(=O)COC(=O)CCS(=O)(=O)c2ccc(C)c(C)c2)no1 | 0.2 | -0.4 | 8.5 | 10.3 | -1.2 | -5.7 | 0.7 | -3.9
Cc1ccc(C(=O)NNC(=O)c2cccc(C)c2)cc1 | 0.0 | x | 4.9 | 2.0 | 8.7 | -12.4 | 41.5* | -2.9
COc1ccc(CN([C@H](CO)CC(C)C)S(=O)(=O)N(Cc2ccccc2)[C@H](CO)CC(C)C)cc1 | 0.0 | 1.5 | -40.2 | -19.5 | -0.5 | 2.7 | -2.2 | 5.5
CCOC(=O)c1ccc(NC(=O)Oc2cc(C)c(Cl)cc2C(C)C)cc1 | 0.0 | 3.5 | -10.2 | -4.2 | -2.5 | -12.1 | 7.6 | -3.3
CCCCNc1c(-c2cccc(SC(C)CC)c2)nc2ccc(Cl)cn12 (configuration not stated) | -0.3&-0.2 | -4.0&-0.1 | -11.8&-37.2 | -0.5 | 6.1&4.6 | -6.4&-16.8 | 10.2 | 1.5
Cc1ccccc1C(=O)NC(=S)Nc1ccc(N2CCN(C(=O)c3ccccc3)CC2)cc1 | -0.1 | 1.6 | -6.8 | -0.2 | 3.1 | -3.2 | -34.4 | -7.3
Cc1noc(C)c1COc1ccc(C(=O)OCC(N)=O)cc1 | 0.2 | -0.6 | -4.7 | -6.6 | 5.8 | -2.6 | x | x
CC[C@@H](NC(=O)[C@@H](Cc1ccccc1)NC(=O)CC[C@H]1O[C@@H](n2ccc(=O)[nH]c2=O)[C@H](O)[C@@H]1O)c1ccccc1 | x | 0.5 | 4.8 | x | -2.8 | -10.5 | 0.8 | -7.5
N#C[C@@H]1[C@H](c2ccc(C3=CCCC3)cc2)[C@H](CO)N1C(=O)NC1CCCCC1 | 0.4 | 2.1 | -9.3 | x | 2.4 | -210.5 | x | x
O=C(C1CCN(S(=O)(=O)c2cccnc2)CC1)N1CCN(c2cccc(Cl)c2)CC1 | 0.0 | -1.1 | 0.4 | -7.3 | 5.0 | -5.2 | -1.8 | -0.9
CC(C)c1ccc2nc(NC(=O)C3CC3)sc2c1 | 0.0 | 2.6 | -7.3 | 1.3 | 1.0 | -19.7 | 56.7* | 0.4
CS(=O)(=O)Nc1ccc(C2=NN(C(=O)c3ccco3)C(c3ccccc3)C2)cc1 (configuration not stated) | 0.0 | x | 19.3 | -6.0 | x | x | 12.2 | x
Cc1cc(NC(=O)c2ccco2)c(=O)n(Cc2c(F)cccc2Cl)c1 | 0.3 | 2.6 | 16.8 | 3.4 | -0.7 | -22.5 | -4.5 | 9.4
CC(C)CCNC(=O)c1ccc(CS(=O)(=O)Cc2ccccc2F)o1 | 0.0 | 0.1 | -13.7 | -4.6 | 2.0 | -12.5 | 1.2 | 11.4
COc1ccc(NC(=O)c2ccc(NC(=O)c3nc4nccc(C)n4n3)cc2)cc1 | 0.1 | 26.9* | 4.5 | x | 2.2 | -20.9 | 3.9 | 0.5
O=C(c1cccc(Oc2ccc([N+](=O)[O-])cc2Cl)c1)N1CCOCC1 | -0.1 | -0.8 | -5.0 | 0.3 | 7.2 | 0.1 | -3.3 | -0.5
O=C(c1cccc(S(=O)(=O)NCc2ccccc2)c1)N1CCCC1 | -0.1 | 1.7 | -0.6 | 3.9 | 3.5 | -2.1 | x | x
CCOC(=O)c1c(C)oc2ccc(NS(=O)(=O)c3ccc4c5c(cccc35)C(=O)N4)cc12 | x | x | -16.5 | -5.8 | x | x | 4.0 | 0.6
CCC/C(=N\NC(=O)c1ccco1)c1ccc(Cl)s1 | 0.2 | -3.0 | 10.4 | 8.4 | -7.8 | -42.1 | -6.5 | -3.6
CC(C#N)Sc1ncnc2sc(-c3ccccc3)cc12 (configuration not stated) | 0.1 | 0.5 | 14.0 | 0.8 | -2.4 | -46.4 | 1.0 | -18.9
Cc1ccc(NC(=O)Nc2cccc(C(F)(F)F)c2)nc1 | 0.2 | 3.2 | -5.3 | x | 1.3 | -0.1 | x | x
COc1cccc(OC)c1C(=O)N1CCN(c2ccccn2)CC1 | x | -0.1 | 1.4 | -4.3 | -2.3 | -13.8 | -5.7 | 6.9
CCCc1cc(=O)[nH]c(SCC(=O)N(C)C2CCCCC2)n1 | 0.4 | -0.8 | -0.3 | -2.4 | 0.5 | -17.9 | -2.5 | -4.4
Cc1cc(NC(=O)CSCC(=O)Nc2cc(Cl)ccc2N2CCN(C)CC2)no1 | 0.0 | 0.0 | -4.4 | x | -0.8 | -5.2 | 3.7 | 8.1
COc1ccccc1NC(=O)CSc1nc(O)c(Cc2ccccc2)c(=O)[nH]1 | x | 1.5 | 1.3 | 2.9 | 1.0 | -15.0 | 3.2 | -6.1
O=C(Cn1cc2c(n1)CCCCC2)N1CCc2ccccc2C1 | 0.3 | -0.8 | -11.6 | -1.4 | x | -3.9 | 14.7 | 4.1
CCOC(=O)CN1CC23C=CC(O2)C(C(=O)N2CCN(c4ccc(F)cc4)CC2)C3C1=O (configuration not stated) | -0.1 | 0.6 | x | -0.2 | -10.1 | -7.2 | -8.3 | -2.1
CCOc1c2ccc(C(=O)NC3CCCc4ccccc43)cc2nn1C (configuration not stated) | 0.1 | -2.1 | 5.9 | 0.5 | -1.3 | -16.7 | 4.2 | 5.2
C[C@@H]1CN([C@@H](C)CO)C(=O)CCCn2cc(nn2)CO[C@H]1CN(C)S(=O)(=O)c1ccc(Oc2ccccc2)cc1 | 0.1 | -1.5&-2.8 | 23.4 | -26.4&-7.6 | 0.9&1.3 | 14.4&-6.1 | -1.8&-2.3 | 1.7&-9.5
CN(C)c1ccc(CNc2nc3cc(-c4ccc(F)cc4)sc3c(=O)n2C)cc1 | 0.2 | -0.3 | -4.8 | x | -0.5 | -16.5 | 76.6* | -7.2
CCN1C(=O)[C@@H]2[C@@H](c3ccc(-c4ccc(F)cc4)c(OC)c3)N3CCC[C@@]3(C(=O)OC)[C@@H]2C1=O | 0.1 | 4.1 | -22.4 | 3.5 | 3.3 | -41.7 | 0.2 | 2.0
CCOc1ccc2c(c1)OC1(CCC(C)C1)CC2=O (configuration not stated) | 0.1 | -0.9 | 14.9 | 34.6 | 2.5 | -1.5 | x | -6.5
CN1c2ccc(-c3cccc(C#N)c3)cc2[C@H]2[C@H](CCN2S(=O)(=O)c2ccccc2)[C@H]1CO | 0.1 | 3.2 | -6.6 | -7.1 | 1.8 | -22.5 | -3.4 | -6.8

Quoted at random: 2 records from the list
SMILES | XiGFP reactiv | CFTR F508del cor | GSIS activator | ARNT TACC3 PPI | ERAP1 HTS inh | RAD52 anneal inh | esBAF inh | RAD54 branch
O=C(c1cccc(Oc2ccc([N+](=O)[O-])cc2Cl)c1)N1CCOCC1 | -0.1 | -0.8 | -5.0 | 0.3 | 7.2 | 0.1 | -3.3 | -0.5
O=C(C1CCN(S(=O)(=O)c2cccnc2)CC1)N1CCN(c2cccc(Cl)c2)CC1 | 0.0 | -1.1 | 0.4 | -7.3 | 5.0 | -5.2 | -1.8 | -0.9
